Rad51 HR inh = Rad51 (human) homologous recombination inhibition. hRad51 DNA strand exchange, fluorescence dequenching. actives 0.085% (n = 200,000). inhibition, % at 10 µM. Q06609. AID 1385;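 active means inhibition above 40% at the single screening dose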;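 further: 0% = DMSO control wells and 100% = blanks with heterologous ssDNA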
Target sequence (Q06609 whole entry, looked up): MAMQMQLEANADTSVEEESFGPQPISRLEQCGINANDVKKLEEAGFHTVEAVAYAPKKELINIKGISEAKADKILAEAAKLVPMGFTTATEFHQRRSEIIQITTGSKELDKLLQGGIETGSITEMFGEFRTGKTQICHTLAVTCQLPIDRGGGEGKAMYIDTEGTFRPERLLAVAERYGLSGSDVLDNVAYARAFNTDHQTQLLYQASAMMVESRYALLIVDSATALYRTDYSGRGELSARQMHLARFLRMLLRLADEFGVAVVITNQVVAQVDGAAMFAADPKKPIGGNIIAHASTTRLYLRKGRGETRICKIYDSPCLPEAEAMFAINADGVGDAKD
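Test system: preformed human Rad51 ssDNA filaments; also added: Donor/quencher-labelled 47-bp dsDNA substrate; doses: 10 µM final, single point; times: 37 °C 15-min filament assembly, 30-min compound preincubation, 15-min exchange; detection: FRET fluorescence dequenching, excitation 485 nm, emission 520 nm; read-out basis: Fluorescence-based percent inhibition, control- and blank-normalised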
FXIIa inh 1536 = blocks human coagulation factor XIIa protease activity | P00748 | purified FXIIa, Boc-QGR-AMC fluorogenic substrate, 2 h | inhibition, % at 5 µM | actives 0.3% (n = 220,000) | AID 800; in the data active means inhibition above about 40%;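 further: 0% = enzyme with no compound and 100% = blank without enzyme; many of its hits are not listed in these tables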
FXIa inh = inhibitors of human coagulation factor XIa. P03951. inhibition, % at 5 µM. purified FXIa, Boc-Glu-Ala-Arg-AMC fluorogenic substrate. actives 0.14% (n = 220,000);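 active means inhibition of at least 40%; inactive means inhibition below 40%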;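 further: fluorescence of freed AMC excited at 355 nm; 0% = enzyme without compound and 100% = no enzyme blank; many of its hits are not listed in these tables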
Mdm2 ligase inh = Mdm2 E3 ligase (human) inhibition. cell-based MDM2 ubiquitination luciferase reporter, 2 h; 0 = plate control, 100 = twice control, blank-subtracted. signal enhancement, % at 5 µM. actives 0.11% (n = 210,000). AID 1230;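 active means signal enhancement of 30% or more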;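 further: luminescence tracks abundance of the self-degrading MDM2-luciferase fusion protein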
Target sequence (Q00987 whole entry, looked up, the tested form may be a part): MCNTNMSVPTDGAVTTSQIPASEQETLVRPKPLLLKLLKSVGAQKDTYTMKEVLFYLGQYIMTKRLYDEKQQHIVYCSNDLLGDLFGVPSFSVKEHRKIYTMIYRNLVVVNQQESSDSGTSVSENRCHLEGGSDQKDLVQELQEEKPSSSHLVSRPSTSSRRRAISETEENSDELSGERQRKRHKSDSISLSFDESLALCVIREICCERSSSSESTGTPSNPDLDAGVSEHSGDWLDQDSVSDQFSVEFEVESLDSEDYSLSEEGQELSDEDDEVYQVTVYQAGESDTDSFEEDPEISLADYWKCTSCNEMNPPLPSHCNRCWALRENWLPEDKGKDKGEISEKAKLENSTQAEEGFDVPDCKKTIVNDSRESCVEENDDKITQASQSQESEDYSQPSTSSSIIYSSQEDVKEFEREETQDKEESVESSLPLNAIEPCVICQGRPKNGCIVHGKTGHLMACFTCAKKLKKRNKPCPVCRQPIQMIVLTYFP
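System: stable MDM2–luciferase fusion reporter cells / Input: 2000 cells seeded into each well / Schedule: 4 h settle plus 2 h compound, 37 °C / Compound: single-point 5 µM / Buffer or medium: cells held in DMEM / Benchmarks: control and blank well means / Evaluation: percent signal gain over controls, blank-subtracted / Measured by: luciferase luminescence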
eIF4E 4G PPI = eIF4E/eIF4G interaction inhibition in translation initiation; P63073+Q04637; TR-FRET eIF4E-eIF4GI(517-606) binding, 2 h; inhibition, % at 21.7 µM; actives 0.37% (n = 220,000);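 active means inhibition above about 30%, limit read from the data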;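 further: 0% = full FRET control wells and 100% = background wells lacking eIF4GI fragment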
hK5 inh = blocks human kallikrein 5 protease activity; actives 0.59% (n = 210,000); Q9Y337; recombinant hK5, fluorogenic AMC substrate cleavage; inhibition, % at 5 µM; AID 873;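 active means inhibition of 40% or more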;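 further: 0% = enzyme controls without compound and 100% = no-enzyme blanks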
Target sequence (Q9Y337 67-293 limits assumed): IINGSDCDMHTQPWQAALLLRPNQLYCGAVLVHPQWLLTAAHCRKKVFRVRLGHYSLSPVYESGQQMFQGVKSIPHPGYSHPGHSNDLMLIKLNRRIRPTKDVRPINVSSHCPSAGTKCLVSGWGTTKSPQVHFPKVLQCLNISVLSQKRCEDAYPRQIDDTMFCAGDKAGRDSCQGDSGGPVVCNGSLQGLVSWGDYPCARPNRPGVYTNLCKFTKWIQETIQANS
14-3-3 Bad inh = disrupts binding of bovine 14-3-3 zeta to phospho-Bad peptide. AID 781. P63103. actives 0.71% (n = 220,000). inhibition, % at 21.7 µM. TR-FRET 14-3-3zeta/Dy647-pBad peptide displacement, 1 h;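 active means inhibition above about 70%, limit read from the data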;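 further: 0% = full 14-3-3 plus peptide FRET controls and 100% = background without 14-3-3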
p97 ATPase inh = inhibitors of human p97 ATPase. actives 0.42% (n = 220,000). P55072. inhibition, % at 8 µM. AID 1481. recombinant p97 ATPase, Kinase-Glo ATP luminescence, 3 h; in the data active means inhibition above about 15%;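 further: 0% = DMSO vehicle and 100% = wells lacking enzyme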
Wee1 degr inh = inhibitors of human Wee1 degradation. HeLa Luc-Wee1K328M stability, luciferase luminescence; 100% = proteasome inhibitor MG132 effect. actives 1.2% (n = 220,000). reporter increase, % at 5 µM. P30291;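 active means activation above the mean of all tested compounds plus 3 SD, set per screening run, cut at about 8.8% in these data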;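 further: cells exposed to compound for 20 h before luminescence read; 0% = DMSO alone and 100% = MG132 at 30 µM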
The depositor's hits bear a star; . = no result given; [ ] = dose if it differs, or a comment.

nr | SMILES | Rad51 HR inh | FXIIa inh 1536 | FXIa inh | Mdm2 ligase inh | eIF4E 4G PPI | hK5 inh | 14-3-3 Bad inh | p97 ATPase inh | Wee1 degr inh
1 | COc1ccc(OC)c(NC(=O)C2CCN(S(=O)(=O)c3c(C)noc3C)CC2)c1 | 2 | 12 | -2 | -19 | 3[fluorescence artefact?] | -7 | -4 | 3 | 4
2 | COc1ccc(NC(=O)C(C)Sc2nnc3c4c(nc(-c5ccc(OC)cc5)n23)CC(C)(C)OC4)cc1 (configuration not stated) | 3 | 6 | -7 | -4 | 2 | -3 | -1[fluorescence artefact?] | 2 | 0
3 | CCC(=O)N1CCc2cc(Br)cc(S(=O)(=O)NCCN3CCCCC3CC)c21 (configuration not stated) | 0 | 18 | 2 | 3 | -1 | -2 | -5 | 5 | 0
4 | Cc1ccc(OCC(=O)O/N=C(\N)Cc2ccc(Cl)cc2)cc1 | 4 | -7 | -1 | -17 | 1 | 2 | 3 | -10 | 1
5 | CCOC(=O)C(Cc1ccccc1)NS(=O)(=O)c1ccc(NC(C)=O)cc1 (configuration not stated) | -1 | 6 | 0 | -6 | -8 | 11 | 11 | 0 | 2
6 | CCOc1ccc(/C(O)=C2/C(=O)C(=O)N(CC3CCCO3)C2c2ccco2)cc1 (configuration not stated) | -9 | 5 | -2 | -12 | 0[fluorescence artefact?] | -1 | 23 | 6 | -1
7 | O=C(Nc1nc2nccc(-c3ccccc3)n2n1)c1ccc(F)cc1 | 6 | 0 | 4 | -7 | 3 | -9 | 16[fluorescence artefact?] | 0 | 4
8 | CCc1cc2c(C)ccc(C)c2nc1SCC(=O)Nc1c[nH]c(=O)[nH]c1=O | . | 3 | -4 | -1 | 2 | -3 | 9 | 5 | 4
9 | CCCCCCc1nc2c(=O)[nH]c3ccccc3c2o1 | -10 | 10 | -2 | -14 | 4 | 6 | -2 | 0 | -1
10 | CC1CC1C(=O)OCC(=O)Nc1cccc(S(=O)(=O)NC2=NCCCCC2)c1 (configuration not stated) | -12 | 7 | 5 | -11 | 1 | 5 | 6 | 7 | 3
11 | Nc1nc2nc(-c3ccc(Cl)cc3)cc(C(F)(F)F)n2n1 | -8 | -43 | -32 | -2 | -2 | -36 | 3 | 2 | -2
12 | CC(C)(C)C(=O)c1sc(Nc2ccccc2)nc1N | -6 | 6 | 4 | -4 | -3[fluorescence artefact?] | -4 | -6[fluorescence artefact?] | -1 | 3
13 | O=C(NC(Cc1c[nH]c2ccccc12)C(=O)O)/C(=C/c1ccco1)NC(=O)c1ccccc1 (configuration not stated) | -2 | 4 | -4 | -11 | 2 | -4 | -3 | 4 | 0
14 | COC(=O)c1ccncc1C(=O)Nc1ccc(F)cc1 | 5 | 0 | -4 | -11 | -1 | -4 | -6 | 1 | -2
15 | COc1ccccc1N1CCN(C(=O)c2cc(-c3ccc4c(c3)OCO4)on2)CC1 | 4 | -12 | 15 | -29 | -4 | 3 | -3 | 1 | -2
16 | Cc1ccccc1N=C(NO)c1nonc1N | 1 | 9 | 19 | -13 | 4 | 6 | -2 | -2 | -4
17 | Cn1c(CN2CCCCC2)nc2cc(NC(=O)c3ccccc3Cl)ccc21 | 1 | 8 | 2 | -11 | -2 | -12 | 5[fluorescence artefact?] | 2 | -2
18 | CS(=O)(=O)Nc1ccc(C(=O)Nc2ccccc2C(=O)N2CCCC2)cc1 | -4 | 11 | 1 | -15 | 0[fluorescence artefact?] | 3 | 3 | 4 | 4
19 | O=C(CCCOc1ccccc1)NCc1ccco1 | 3 | 13 | -3 | -6 | -11 | -3 | 4 | 4 | 1
20 | O=C(C/C=N\OCc1ccc(Cl)cc1Cl)Nc1ccccc1 | 5 | 10 | -2 | -10 | 3 | 2 | -5 | -2 | 2
21 | CC(C)(C)C(=O)N1NC(=Nc2ccccc2)SC1(C)C | -2 | 40* | 31 | -17 | 3 | 34 | 0 | -5 | 0
22 | O=c1[nH]c2ccccc2nc1N1CCOCC1 | -2 | 7 | -5 | 0 | 7 | 2 | 58 | 4 | 2
23 | CCOCC(=O)Nc1ncc(S(=O)(=O)c2ccc([N+](=O)[O-])cc2)s1 | 2 | 2 | -2 | 3 | 0 | -2 | -2 | 5 | -1
24 | Cc1ccc(-c2csc3ncnc(-n4cnc5ccccc54)c23)cc1 | 8 | 4 | 0 | -14 | 5 | -4 | 2 | -3 | 2
25 | Cc1ccc(C2(c3noc(CN(C)CCO)n3)CCCC2)cc1 | 6 | 16 | 3 | -9 | 2 | . | -6 | 0 | 6
26 | Cc1cc(C)n2nc(SCC(=O)N(C)Cc3ccccc3)nc2n1 | -2 | 20 | 21 | -18 | -4 | -17 | 0 | 1 | 0
27 | CC(C)(C)C(=O)NC(=S)Nc1sc2c(c1C#N)CCCCC2 | 1 | 11 | 5 | 9 | 0 | -4 | -13 | 3 | 1
28 | COc1cccc2c(=O)c3c(cnn3C)n(C)c12 | . | -10 | -8 | -5 | -11 | -8 | -7 | 2 | -1
29 | O=C(c1cc2sccc2n1Cc1ccccc1)N1CCc2ccccc21 | 0 | 11 | -6 | -7 | -19 | -5 | -13 | -1 | -2
30 | C=CCn1c(SCc2nc3ccccc3c(=O)[nH]2)nc2scc(C3CC3)c2c1=O | . | 7 | 2 | -1 | -5 | 2 | 10 | -6 | 2
31 | COCc1cc(CN2CCN(C)CC2)c(O)c2ncccc12 | -6 | 14 | -2 | -8 | -4 | -191 | -12 | 3 | 2
32 | Cc1ccccc1-c1ncc(CN2CCC(CO)(CCCc3ccccc3)CC2)cn1 | -4 | 10 | 2 | -21 | 0 | . | -12 | -3 | 3
33 | Nc1nc2ccccc2n1C(=O)c1ccccc1 | 2 | 2 | -1 | -53 | 5 | -2 | 11 | -5 | 1
34 | O=C(Cc1ccc(Cl)cc1)Nc1ccncc1 | 1 | 12 | 2 | -13 | -2 | 6 | -10 | 3 | -3
35 | CC(=O)Nc1ccc(Nc2cc(C)nc3c(-c4ccccc4)cnn23)cc1 | -2 | 0 | -5 | -6 | 1[fluorescence artefact?] | -9 | 0[fluorescence artefact?] | 0 | -3
36 | O=C(O)CCNC(=O)/C(=C\C=C\c1ccccc1)NC(=O)c1ccccc1 | -8 | 13 | 4 | -15 | -1 | 4 | 1 | -2 | 2
37 | CCN1CC2=C(OC(N)=C(C#N)C2c2cccs2)/C(=C/c2cccs2)C1 (configuration not stated) | -1 | 0 | 2 | 12 | 1[fluorescence artefact?] | -5 | -6[fluorescence artefact?] | -3 | -2
38 | CCCn1c(SCC(=O)NCC2CCCO2)nc2c1c(=O)n(C)c(=O)n2C (configuration not stated) | -35 | 16 | 8 | -30 | -10 | 1 | -1 | 2 | 2
39 | NC(=O)C1CCN(c2nc(C3CC3)nc3c2nnn3Cc2ccccc2Cl)CC1 | . | 20 | 4 | 0 | -14 | -4 | 11 | -6 | 2
40 | Cc1ccccc1OCc1nnc(SCc2cc(=O)[nH]c3ccccc23)n1-c1ccccc1 | 7 | 24 | 22 | -15 | -3 | -21 | 17[fluorescence artefact?] | 4 | -2
41 | CC1CN(C(=O)c2scc3c2OCCO3)CC(C)O1 (configuration not stated) | 1 | -7 | -8 | -12 | 3 | 3 | 22[fluorescence artefact?] | -4 | 0
42 | Cc1ccc(/C=N/Nc2ccc3ccccc3n2)o1 | -2 | 6 | 18 | -79 | -4 | -4 | 3 | -6 | -2
43 | C#CCOCCOCCOCCNc1nc(N2CCN(C(=O)[C@H](CCCCN)n3cc(C(N)CO)nn3)CC2)nc(N2CCN(C(=O)[C@H](CCC(=O)O)n3cc(C(N)CC(C)C)nn3)CC2)n1 (some centres not stated) | 9 | 4 | 1 | 12 | 0 | 2 | 17 | . | .
44 | CCN(CC)c1ccc(NC(=O)c2ccco2)cc1 | -10 | 23 | 0 | -48 | 7 | 26 | -5 | 2 | 4
45 | Cc1cccc(C)c1Nc1nnc(SCC(=O)c2ccc(Br)s2)s1 | -3 | 5 | -6 | -10 | -8 | -5 | -10[fluorescence artefact?] | -1 | -2
46 | CCC1(C)Cc2c(sc3nc(NN)n(C)c(=O)c23)CO1 (configuration not stated) | 0 | 14 | 3 | -2 | -1 | -9 | -6 | 0 | -1
47 | C=CCc1ccccc1OCC(=O)OCCNC(=O)c1cccnc1 | -1 | 5 | 5 | -4 | 6 | 2 | 20[fluorescence artefact?] | 10 | -1
48 | COc1ccc(Nc2ncnc3c2cnn3-c2cccc(C)c2)cc1OC | 1 | 6 | 4 | -1 | -16 | 2 | -2 | . | .
49 | O=C(Nc1ccc(F)cc1)c1ccc(CSc2ccc(Cl)cc2)o1 | 10 | 8 | 4 | -16 | 1 | 2 | -4 | 4 | 0

Some of these compounds in order of number of heavy atoms, ascending:
nr | SMILES | Rad51 HR inh | FXIIa inh 1536 | FXIa inh | Mdm2 ligase inh | eIF4E 4G PPI | hK5 inh | 14-3-3 Bad inh | p97 ATPase inh | Wee1 degr inh
34 | O=C(Cc1ccc(Cl)cc1)Nc1ccncc1 | 1 | 12 | 2 | -13 | -2 | 6 | -10 | 3 | -3
33 | Nc1nc2ccccc2n1C(=O)c1ccccc1 | 2 | 2 | -1 | -53 | 5 | -2 | 11 | -5 | 1
12 | CC(C)(C)C(=O)c1sc(Nc2ccccc2)nc1N | -6 | 6 | 4 | -4 | -3[fluorescence artefact?] | -4 | -6[fluorescence artefact?] | -1 | 3
14 | COC(=O)c1ccncc1C(=O)Nc1ccc(F)cc1 | 5 | 0 | -4 | -11 | -1 | -4 | -6 | 1 | -2
31 | COCc1cc(CN2CCN(C)CC2)c(O)c2ncccc12 | -6 | 14 | -2 | -8 | -4 | -191 | -12 | 3 | 2
26 | Cc1cc(C)n2nc(SCC(=O)N(C)Cc3ccccc3)nc2n1 | -2 | 20 | 21 | -18 | -4 | -17 | 0 | 1 | 0
7 | O=C(Nc1nc2nccc(-c3ccccc3)n2n1)c1ccc(F)cc1 | 6 | 0 | 4 | -7 | 3 | -9 | 16[fluorescence artefact?] | 0 | 4
37 | CCN1CC2=C(OC(N)=C(C#N)C2c2cccs2)/C(=C/c2cccs2)C1 (configuration not stated) | -1 | 0 | 2 | 12 | 1[fluorescence artefact?] | -5 | -6[fluorescence artefact?] | -3 | -2
18 | CS(=O)(=O)Nc1ccc(C(=O)Nc2ccccc2C(=O)N2CCCC2)cc1 | -4 | 11 | 1 | -15 | 0[fluorescence artefact?] | 3 | 3 | 4 | 4
10 | CC1CC1C(=O)OCC(=O)Nc1cccc(S(=O)(=O)NC2=NCCCCC2)c1 (configuration not stated) | -12 | 7 | 5 | -11 | 1 | 5 | 6 | 7 | 3
1 | COc1ccc(OC)c(NC(=O)C2CCN(S(=O)(=O)c3c(C)noc3C)CC2)c1 | 2 | 12 | -2 | -19 | 3[fluorescence artefact?] | -7 | -4 | 3 | 4
40 | Cc1ccccc1OCc1nnc(SCc2cc(=O)[nH]c3ccccc23)n1-c1ccccc1 | 7 | 24 | 22 | -15 | -3 | -21 | 17[fluorescence artefact?] | 4 | -2

High-throughput results: PubChem, several laboratories
